Bioassay records as filed in PubChem BioAssay.
MBNL1 CUG block: qHTS Assay for Inhibitors of MBNL1-poly(CUG) RNA binding; TR-FRET MBNL1-His/biotin-(CUG)12 binding, 665/545 ratio; Potency, µM (top dose mostly 57.5 µM), for inactives: top-dose activity change, negative = inhibition, most hits filed as inhibitors; hit rate 0.036% among 280,000; AID 2675, 2010; active = well fitted inhibition curve with a large enough effect in the signal ratio, with a control signal flat, not every such curve was filed as active; inconclusive = small, poorly fitted or top-dose-only effect, or effect the other way, or a change in a side signal; inactive = no such curve, though single readings can be large or run the other way; the % refers to the signal ratio; also: potency is read from the fitted curve at half-maximal effect; % is scaled to controls: 0 for no effect and ±100 for the full control effect
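TR-FRET readout: Ex 340 nm, 665/545 nm emission ratio, normalized to buffer-only (basal) and MBNL1-(CUG)12 controls. Complex of MBNL1-His with Biotin-(CUG)12, compounds 92 nM–58 uM, incubated 60 min at room temperature.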
Menin MLL FP TR: qHTS Assay for Inhibitors Targeting the Menin-MLL Interaction in MLL Related Leukemias: Competition With Texas Red Labeled MLL-derived Mutant Peptide; O00255; Menin + Texas Red MLL mutant peptide, fluorescence polarization; Potency, µM (doses to about 61.6 µM), inactives show at the top dose FP activity change, negative = inhibition, actives largely listed as inhibitors; hit rate 0.23% among 270,000; AID 1768, 2009; active = well fitted inhibition curve with a large enough effect in the polarisation, with a control signal flat, not every such curve was filed as active; inconclusive = small, poorly fitted or top-dose-only effect, or effect the other way, or a change in a side signal; inactive = no such curve, though single readings can be large or run the other way; the % refers to the polarisation; also: potency is read from the fitted curve at half-maximal effect; % of control where 0% means no effect; many of its hits are not listed in these tables
Mito fusion yeast: qHTS Assay for Small Molecule Inhibitors of Mitochondrial Division or Activators of Mitochondrial Fusion; S. cerevisiae fusion-defective mutant growth rescue, CellTiterGlo 48 h; Potency, µM (highest dose often 46.1 µM), inactives show top-dose growth rescue (activation), most hits filed as activators; hit rate 0.23% among 320,000; AID 485298, 2010;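 also: potency is read from the fitted curve at half-maximal effect; % of control where 0% means no effect; nearly all actives have a fitted effect of over 45% in size; temperature-sensitive fusion mutants such as fzo1-1 at 37 °C on non-fermentable ethanol glycerol medium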
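Luminescent cell viability in 1536-well qHTS format served as the measure of rescued growth in ts fusion-mutant S. cerevisiae cultured on non-fermentable YPEG for 48 hours at 37C.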
TSHR antagonist: Antagonists of the Thyroid Stimulating Hormone Receptor: HTS campaign; TSHR-expressing cells, TSH-stimulated cAMP HTRF, 2 h; stronger effect = lower value; activity change, negative = inhibition, % at 11.5 µM; hit rate 0.2% among 330,000; Thyrotropin receptor (Homo sapiens), P16473;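 active = activity change below a set negative limit, meaning inhibition stronger than a set level, cut at about -70% in these data; inconclusive = activity change between two set negative limits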; also: % is scaled to controls: 0 for no effect and ±100 for the full control effect
Target sequence (P16473 whole entry, looked up): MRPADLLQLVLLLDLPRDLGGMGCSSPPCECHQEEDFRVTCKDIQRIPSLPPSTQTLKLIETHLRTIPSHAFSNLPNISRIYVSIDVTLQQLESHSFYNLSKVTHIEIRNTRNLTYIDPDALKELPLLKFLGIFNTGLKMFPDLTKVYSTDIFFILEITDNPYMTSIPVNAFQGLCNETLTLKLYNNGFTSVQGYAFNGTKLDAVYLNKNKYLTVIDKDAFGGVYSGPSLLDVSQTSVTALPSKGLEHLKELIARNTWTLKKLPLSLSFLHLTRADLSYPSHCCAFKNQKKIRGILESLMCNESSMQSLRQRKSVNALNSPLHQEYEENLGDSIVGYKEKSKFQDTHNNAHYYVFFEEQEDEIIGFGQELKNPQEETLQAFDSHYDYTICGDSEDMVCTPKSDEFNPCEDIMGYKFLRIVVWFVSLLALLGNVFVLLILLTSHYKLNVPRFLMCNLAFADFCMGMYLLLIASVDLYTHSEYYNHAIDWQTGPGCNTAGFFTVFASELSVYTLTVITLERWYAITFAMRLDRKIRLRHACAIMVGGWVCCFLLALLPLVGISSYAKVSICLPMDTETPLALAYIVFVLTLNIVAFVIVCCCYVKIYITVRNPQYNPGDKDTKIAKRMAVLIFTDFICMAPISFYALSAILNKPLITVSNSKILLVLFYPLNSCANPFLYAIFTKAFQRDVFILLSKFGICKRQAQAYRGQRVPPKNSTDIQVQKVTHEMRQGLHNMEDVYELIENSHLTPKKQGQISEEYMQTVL
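Antagonism was scored as loss of TSH-driven cAMP in TSHR cells, stimulated with 4nM TSH (EC80) for 2 hours at 37 deg C and detected by homogeneous HTRF competition immunoassay.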
Chronic BCR inh: qHTS Assay to Find Inhibitors of Chronic Active B-Cell Receptor Signaling; hit rate 0.05% among 340,000; ABC-DLBCL IkBa-CBG/CBR reporter, luminescence ratio, 4 h; Potency, µM (doses to about 46.1 µM), inactives show at the highest dose ratio change, negative = lower green/red ratio, hits mostly inhibitors; AID 493014, 2011; active = well fitted inhibition curve with a large enough effect in the signal ratio, with a control signal flat, not every such curve was filed as active; inconclusive = small, poorly fitted or top-dose-only effect, or effect the other way, or a change in a side signal; the % refers to the signal ratio;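 also: potency is read from the fitted curve at half-maximal effect; plate controls were basal doxycycline-induced cells for no effect and cells given 10 µM MG132 for full effect; MG132 reads +100%, hits lower the ratio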
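Doxycycline induced both beetle luciferases in TMD8 lymphoma cells; IKK-driven degradation limits the IkappaBalpha-fused green signal, while red luminescence normalises for cell number and nonspecific effects. Compounds tested up to 46 uM, 4 hrs.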
PKM2 activator: qHTS Assay for Activators of Human Muscle isoform 2 Pyruvate Kinase. purified PKM2, Kinase-Glo ATP luminescence, activation; response scale: 0% is enzyme alone, no compound. Potency, µM (top dose mostly 57.5 µM), without a hit: at the top dose activation, usual class: activators. hit rate 0.34% among 260,000. AID 1631, 2009. Pyruvate kinase PKM (Homo sapiens), P14618; also: potency is read from the fitted curve at half-maximal effect; % is scaled to controls: 0 for no effect and ±100 for the full control effect; nearly all actives have a fitted effect of over 55% in size
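hPK-M2, >95% pure; 0.1 mM ADP / 0.5 mM PEP final; imidazole pH7.2 buffer w/ 7 mM MgCl2, 50 mM KCl; 1 h RT; Kinase-Glo lum. Intermediate enzyme activity for dual inhibitor/activator qHTS.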
GALK inh: qHTS Assay for Inhibitors of Human Galactokinase (GALK); P51570; Purified GALK, Kinase-Glo residual ATP luminescence; Potency, µM (top dose mostly 57.5 µM), inactives show at the top dose activity change, negative = inhibition, most hits filed as inhibitors; hit rate 0.007% among 270,000; also: potency is read from the fitted curve at half-maximal effect; % is scaled to controls: 0 for no effect and ±100 for the full control effect
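Kinase-Glo Plus luminescence measured ATP left after a 1 h room-temperature reaction. The reaction used 5 nM GALK, 100 uM galactose and 35 uM ATP at pH 8.0 (20 mM HEPES, 5 mM MgCl2, 60 mM NaCl, 1 mM DTT, 0.01% BSA).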
ASM inhibitor: Inhibitors of Secretory Acid Sphingomyelinase (S-ASM): qHTS; placental ASM, HMU-PC fluorogenic substrate, 60 min; Potency, µM (titrated, usually from 57.5 µM), for the others: at the highest dose activity change, negative = inhibition, hits mostly inhibitors; hit rate 0.006% among 340,000; also: potency is read from the fitted curve at half-maximal effect
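Human placenta-derived ASM enzyme was preincubated with compound for 10 minutes at room temperature, then given fluorogenic substrate HMU-PC0 (9 uM final) for 60 minutes at 37 °C; a pH 10 stop preceded fluorescence reading at Ex 386/Em 447 nm.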
USP2a inh: qHTS Assay for Inhibitors of Ubiquitin-specific Protease USP2a Using CHOP2 as the Reporter | Ubiquitin carboxyl-terminal hydrolase 2 (Homo sapiens), O75604 | USP2 core, Ub-CHOP2 coupled fluorogenic reporter, 485/531 | Potency, µM (titrated, usually from 38.3 µM), without a hit: top-dose activity change, negative = inhibition, actives largely listed as inhibitors | hit rate 0.01% among 330,000;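 also: potency is read from the fitted curve at half-maximal effect; plate controls were DMSO wells for no effect and full inhibition by NEM control for full effect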
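USP2 core (10nM final) preincubated 30min RT with compound in 20mM Tris-HCl pH 8.0, 2mM CaCl2, 2mM beta-mercaptoethanol, 0.05% CHAPS; 25nM Ub-CHOP2 plus 25nM reporter substrate added, fluorescence (Ex485/Em531) read after 60min.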
hERG WT inh: qHTS for Inhibitors of KCHN2 3.1: Wildtype qHTS; hit rate 0.37% among 340,000; AID 720551, 2013; U2OS, BacMam KCNH2, thallium flux FluxOr; stronger effect = lower value; Voltage-gated inwardly rectifying potassium channel KCNH2 (Homo sapiens), Q12809; activity change, % at 1.84 µM;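 active = maximum activity change below -70%; inconclusive = maximum activity change between -70% and -50%; inactive = maximum activity change above -50%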; also: % is scaled to controls: 0 for no effect and ±100 for the full control effect
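U2OS cells transduced with wild-type KCNH2 virus are loaded with FluxOr dye for 45 min, and thallium flux is measured in kinetic reads before and after stimulation buffer. Rate constants are normalized to DMSO controls.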
Eya2 inh: qHTS Assay for Inhibitors of the Phosphatase Activity of Eya2 | Protein phosphatase EYA2 (Homo sapiens), O00167 | recombinant Eya2, OMFP fluorescence dephosphorylation (OMFP is methylfluorescein phosphate) | Potency, µM (highest dose often 76.9 µM), for the others: top-dose activity, negative = inhibition, usual class: inhibitors | hit rate 0.006% among 330,000 | AID 488837, 2010; also: potency is read from the fitted curve at half-maximal effect; % is scaled to controls: 0 for no effect and ±100 for the full control effect
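Eya2 (0.2 uM) preincubated 10 min at ambient with compound, then OMFP substrate added at 50 uM; 10 min reaction in 50 mM HEPES pH 7.5, 50 mM NaCl, 5 uM MgCl2, 0.05% BSA, 1 mM DTT. Fluorescence read at Ex 485/Em 525 nm.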
The depositor's hits bear a star; ? = inconclusive; . = not tested or not shown; [ ] = another dose, or the depositor's remark. Unless noted, calls follow the shape of the dose curve; as a rule, active = well fitted curve in the direction sought with a large enough effect; inconclusive = small, poorly fitted or top-dose-only effect, or another doubt; inactive = no such curve, though single readings can be large; an effect the other way counts as inactive or inconclusive.

SMILES	MBNL1 CUG block	Menin MLL FP TR	Mito fusion yeast	TSHR antagonist	Chronic BCR inh	PKM2 activator	GALK inh	ASM inhibitor	USP2a inh	hERG WT inh	Eya2 inh
COC(=O)c1cc(NC(=O)CC2SC(=Nc3ccccc3)N(CCc3c[nH]c4ccccc34)C2=O)cc(C(=O)OC)c1 (stereo unspecified)	0%	-26%	2%	-10	10%	-20%	-2%	?	0%	6	-8%
COc1ccc2nc(NC(=O)C3CC(=O)N(c4ccc5c(c4)OCCO5)C3)sc2c1 (stereo unspecified)	.	.	8%	-12	-14%	.	.	.	3%	2	-24%
CCc1ccc(Oc2nc([N+](=O)[O-])nn2C)cc1	?	18%	-4%	-4	1%	0%	0%	3%	2%	-7	1%
COc1ccc2oc(C(=O)Nc3nc4ccc(S(C)(=O)=O)cc4s3)c(C)c2c1	.	.	15%	.	3%	.	.	52%[activator]	2%	-26	15%
CCO[C@H]1OC(C(=O)NCc2ccccc2)=C[C@@H](c2ccc(C(F)(F)F)cc2)[C@@H]1CCCO	8%	1%	17%	21	?	3%	0%	-15%	3%	3	-11%
CCCc1cc(=O)oc2c(C)c3occ(C)c3cc12	12%	1%	10µM*	0	0%	0%	.	26%	3%	-32	-7%
O=S(=O)(Oc1ccc(Cl)cc1)c1cccc2cccnc12	.	.	-1%	-7	?	3%	-2%	4%	0%	-5	2%
Cc1n[nH]c(C)c1S(=O)(=O)N1CCCC(C(=O)NCC2COc3ccccc3O2)C1 (stereo unspecified)	9%	-12%	1%	11	10%	2%	-1%	-1%	1%	0	10%
Cc1ccc(/C=C2/Sc3ccccc3N(CC(=O)NCCCOC(C)C)C2=O)cc1	.	-10%	?	-10	-1%	5%	1%	-1%	6%	6	-7%
COCC1CCN(C(=O)C2CCC(=O)N(Cc3cccc(C(F)(F)F)c3)C2)CC1 (stereo unspecified)	-4%	-10%	1%	16	19%	1%	.	0%	0%	0	-17%
CSCCC(NC(=O)c1ccc([N+](=O)[O-])cc1Cl)C(=O)OCC(=O)C12CC3CC(CC(C3)C1)C2 (stereo unspecified)	38%[activator]	-10%	8%	-10	?	-4%	1%	0%	-1%	-10	-5%
COc1ccc(OC)c(CCNC(=O)Cn2cccc2C(=O)c2ccccc2C)c1	-2%	-5%	-2%	11	-2%	-5%	0%	-2%	2%	0	1%
O=C(COc1ccc(Br)cc1)OCc1nnc(-c2ccccc2)o1	8%	9%	1%	-11	4%	-3%	3%	-5%	3%	-4	-8%
CCCc1c(C(=O)N/N=C/c2cccs2)nnn1-c1nonc1N	0%	-8%	3%	-1	?	.	-2%	1%	2%	-1	-2%
Cc1ccc(NC(=O)CSc2nc(N)c(-c3ccccc3)c(=O)[nH]2)cc1Cl	-1%	?	0%	11	?	-3%	1%	-3%	3%	2	-18%
CSc1ccc(S(=O)(=O)N2CCC(C(=O)NCc3ccccn3)CC2)cc1	7%	8%	-6%	4	8%	?	1%	7%	-3%	-2	-6%
Cc1c(NC(=O)c2ccccc2NC(=O)c2ccccc2)cccc1C(=O)O	-8%	-8%	-1%	-2	1%	-5%	4%	2%	-2%	-1	13%
Cc1ccn2c(=O)nc(SCC(=O)Nc3ccc4c(c3)OCO4)nc2c1	.	.	-4%	-2	3%	.	.	-1%	0%	-11	-5%
CN(C)C(=O)C(OC(=O)c1ccc2ccccc2n1)c1ccccc1 (stereo unspecified)	?	-15%	7%	-1	0%	0%	0%	-3%	-1%	-11	8%
N#Cc1ccccc1S(=O)(=O)N1CCN(C(=O)C2CCCCC2)CC1	.	.	.	.	0%	.	.	-1%	1%	-17	8%
COc1cccc(OCCCN2CCN(S(=O)(=O)c3ccc(NC(C)=O)cc3)CC2)c1	-1%	?	4%	-13	-5%	-1%	2%	0%	6%	-1	9%
CCOC(=O)Nc1nn(-c2ccc(C)cc2)c(=O)c(C#N)c1C	?	-2%	-6%	3	8%	-4%	0%	4%	4%	2	-15%
O=C(c1ccco1)N1CCN(Cc2ccc(Cl)cc2)CC1	-7%	.	2%	-8	?	-1%	-3%	1%	3%	-10	0%
O=C(Cc1cccc(C(F)(F)F)c1)NCc1ccc(Cl)cc1	.	-11%	10%	17	1%	1%	0%	2%	-1%	1	-3%
O=S(=O)(Cc1nnnn1-c1ccc(Br)cc1)c1ccc(F)cc1	1%	.	4%	-10	-2%	-4%	-8%	0%	3%	-5	13%
COC1=C(N2CCOCC2)C(=O)c2ccccc2C1=O	?	-24%	4%	13	0%	.	-3%	26%	-3%	-6	-13%
O=C(CCc1ccccc1)NC(=S)Nc1ccc2c(c1)C(=O)OC2	14%	19%	-1%	3	?	3%	-1%	-1%	1%	.	-3%
O=C(N1CCCCC1)N1CCN(C(=O)N(c2ccccc2)c2ccccc2)CC1	-4%	-18%	0%	-4	0%	0%	0%	-5%	3%	-5	12%
CN1C(=O)Cc2cc(S(=O)(=O)N3CCN(c4cccc(C(F)(F)F)c4)CC3)ccc21	1%	.	0%	4	3%	.	-9%	-1%	4%	-3	2%
O=S(=O)(Nc1ccc(N2CCCCC2)cc1)c1ccccc1F	.	.	-1%	17	3%	7%	0%	-2%	1%	14	11%
Cc1ccc(N2CCN(S(=O)(=O)c3c(C)nc4scc(C)n4c3=O)CC2)c(C)c1	19%	.	-13%	1	?	.	8%	-14%	-1%	-23	-12%
O=C(O)c1ccc(-n2ncc3c2/C(=C/c2cccc([N+](=O)[O-])c2)CC3)cc1	0%	.	14%	-14	?	4%	-7%	6%	8%	5	-7%
Cc1c(NC(=O)N(C)c2ccccc2)c(=O)n(-c2ccccc2)n1C	9%	-3%	-1%	-9	-2%	3%	7%	0%	-1%	3	-5%

Fetched one by one from the list above (4):
SMILES	MBNL1 CUG block	Menin MLL FP TR	Mito fusion yeast	TSHR antagonist	Chronic BCR inh	PKM2 activator	GALK inh	ASM inhibitor	USP2a inh	hERG WT inh	Eya2 inh
CCCc1cc(=O)oc2c(C)c3occ(C)c3cc12	12%	1%	10µM*	0	0%	0%	.	26%	3%	-32	-7%
N#Cc1ccccc1S(=O)(=O)N1CCN(C(=O)C2CCCCC2)CC1	.	.	.	.	0%	.	.	-1%	1%	-17	8%
Cc1n[nH]c(C)c1S(=O)(=O)N1CCCC(C(=O)NCC2COc3ccccc3O2)C1 (stereo unspecified)	9%	-12%	1%	11	10%	2%	-1%	-1%	1%	0	10%
CCc1ccc(Oc2nc([N+](=O)[O-])nn2C)cc1	?	18%	-4%	-4	1%	0%	0%	3%	2%	-7	1%

These rows are one share of the data. The share of hits here may be higher or lower than overall.
